High-throughput results (PubChem BioAssay)
NR2E3 ag-1: human photoreceptor-specific nuclear receptor agonism; inhibition of corepressor binding, % at 3.98 µM; AID 602229; hit rate 0.35% among 360,000; Q9Y5X4; CHO-S Gal4-NCOR/VP16-NR2E3 two-hybrid, luciferase;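 active = inhibition above the mean of all tested compounds plus 3 SD, cut at about 70% in these data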;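 also: 0% = DMSO with NR2E3 transfected cells and 100% = cells lacking NR2E3 construct; higher means lower luciferase signal from less NR2E3 corepressor binding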
Target sequence (Q9Y5X4 whole entry, looked up, the tested form may be a part): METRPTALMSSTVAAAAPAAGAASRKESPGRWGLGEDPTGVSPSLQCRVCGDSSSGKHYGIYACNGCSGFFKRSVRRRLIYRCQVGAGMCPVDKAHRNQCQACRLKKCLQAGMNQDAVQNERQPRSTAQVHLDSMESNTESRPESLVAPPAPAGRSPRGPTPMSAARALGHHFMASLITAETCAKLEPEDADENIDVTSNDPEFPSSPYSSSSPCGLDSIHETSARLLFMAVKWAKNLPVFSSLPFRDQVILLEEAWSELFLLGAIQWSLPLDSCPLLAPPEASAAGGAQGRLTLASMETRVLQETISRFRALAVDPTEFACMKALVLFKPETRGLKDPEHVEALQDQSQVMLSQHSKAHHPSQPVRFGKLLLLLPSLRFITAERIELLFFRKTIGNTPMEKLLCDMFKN
Shn3 3UTR inh: inhibitors of Schnurri-3 3'UTR reporter in osteoblasts | Clone20 osteoblast Shn3 3'UTR firefly luciferase, 24 h | inhibition, % at 12.5 µM | hit rate 0.52% among 360,000 | AID 588674;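 active = mean inhibition of at least 75% with every replicate also reaching 75%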;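 also: 0% = median of neutral control wells and 100% = pilot-screen positive control compound; some compounds past the cut are filed as inactive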
NR2E3 ag-2: agonists of human nuclear receptor NR2E3; GST-NR2E3/biotin-RetCOR TR-FRET, 1536-well; inhibition of corepressor binding, % at 4.78 µM; hit rate 0.12% among 320,000; AID 2300;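 active = percent inhibition above the cutoff of mean plus 3 SD of all tested compounds, set per screening campaign, cut at about 20% in these data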;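 also: 0% = DMSO wells and 100% = biotin wells as full block of FRET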
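Material: NR2E3–RetCOR corepressor complex / Incubation: Compound–protein incubation for 5 h at 4 °C / Dosing: compound at 4.8 µM, single dose / Detection: time-resolved FRET / Benchmarks: high control biotin, low control 0.6% DMSO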
TROY NFkB inh: inhibitors of TROY-dependent NF-kB signaling; inhibition, % at 10 µM; hit rate 0.98% among 360,000; Q293 LMP1-TROYcd NF-kB luciferase reporter, 4 h;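 active = compounds whose plate-normalised and pattern-corrected inhibition of the luciferase reporter signal at the single screening dose is 50% or more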
Peg3 promoter: Peg3 promoter activity inhibition; hit rate 1.7% among 360,000; HeLa PEG-Prom luciferase reporter, luminescence, overnight; inhibition, % at 20 µM; AID 588405;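 active = inhibition of at least 50% at 20 µM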
HIF-2a inh: inhibitors of HIF-2a; 786-0 RCC cells HIF-2a reporter, luciferase luminescence, overnight; hit rate 0.72% among 360,000; inhibition, % at 18.8 µM;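 active = inhibition of the luminescence signal of 40% or more relative to plate controls, in a single-dose primary screen at 18.75 µM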
CF NFkB inh: inhibitors of cystic fibrosis induced NF-kB; KKLEB NF-kB-GFP reporter, PAF-induced, GFP fluorescence overnight; inhibition, % at 5 µM; hit rate 0.86% among 360,000; AID 588850;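 active = at least 50% inhibition at 5 µM, scaled per plate between neutral and stimulator controls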;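 also: PAF is a Pseudomonas aeruginosa culture filtrate used as stimulus; plate controls were PAF-stimulated DMSO wells for no effect and unstimulated DMSO wells for full effect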
KKLEB cytotox: counter-screen for CF NF-kB inhibitors: cytotoxicity; hit rate 0.36% among 360,000; KKLEB CF airway cells viability, ATPlite luminescence, overnight; stronger effect = lower value; cells stimulated with P. aeruginosa culture filtrate; activity change (cytotoxicity), % at 5 µM;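 active = corrected activity change at or below -50% at 5 µM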
C8 TRAIL sens: sensitizes caspase-8 expressing cells to TRAIL; inhibition (viability loss, TRAIL sensitization), % at 10 µM; AID 624354; NB7+C8 cells + TRAIL, ATPlite viability luminescence; hit rate 1% among 360,000;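 active = compounds causing at least 50% loss of cell viability in the single-dose screen, relative to plate controls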
MITF TRPM1 inh: inhibitors of MITF-driven TRPM1 promoter in melanoma cells; SK-MEL-5 TRPM1 promoter luciferase, 24 h; inhibition, % at 12.5 µM; hit rate 0.83% among 330,000; AID 488899;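 active = mean inhibition across replicates of 60% or more, whatever share of single replicates reaches that level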; also: values of inactives mirror those of a sister screen read the other way
TWEAK Fn14 block: TWEAK-Fn14 signaling inhibition. hit rate 2% among 360,000. TWEAK-stimulated Fn14 reporter cells, luciferase luminescence, 8 h. AID 1159606. inhibition, % at 10 µM; in the data active = inhibition above about 50%
* marks the source's active call; other numbers are inactive results; / = no result given. Only part of the results is shown (hit frequency here may not be typical).

Codes – A = NR2E3 ag-1; B = Shn3 3UTR inh; C = NR2E3 ag-2; D = TROY NFkB inh; E = Peg3 promoter; F = HIF-2a inh; G = CF NFkB inh; H = KKLEB cytotox; I = C8 TRAIL sens; J = MITF TRPM1 inh; K = TWEAK Fn14 block
1) Cc1c(Cl)c([N+](=O)[O-])nn1CCCC(=O)Nc1cccnc1
  A: 5.9; B: -12.0; C: 1.5; D: 11.7; E: -13.4; F: 1.8; G: 5.2; H: -8.3; I: -7.5; J: 6.2; K: -7.4

2) COc1ccccc1OCCSc1nc(N)cc(N)n1
  A: -46.2; B: -32.0; C: 0.9; D: -23.4; E: -60.0; F: -70.4; G: 19.0; H: -18.0; I: 9.1; J: -27.9; K: -10.5

3) Cn1c(N)c(C(=O)COC(=O)c2ccc(OC(F)F)cc2)c(=O)n(C)c1=O
  A: 8.0; B: 2.4; C: 3.2; D: -2.6; E: -1.6; F: 4.5; G: -3.0; H: 14.2; I: 2.7; J: -6.6; K: 1.0

4) O=C(Oc1ccc2ccc(=O)oc2c1)C1CCCCC1
  A: 8.2; B: -4.0; C: 2.4; D: 2.5; E: -14.4; F: 12.9; G: -9.8; H: 1.0; I: -6.7; J: 4.6; K: -3.2

5) Cc1ccc(C)c(-n2c(SCC(=O)N3CCCC3)nnc2-c2ccccn2)c1
  A: -1.0; B: -1.5; C: 2.8; D: -11.8; E: 12.6; F: 10.1; G: -3.6; H: 11.3; I: -6.4; J: -7.2; K: 0.9

6) O=C(NCCN1CCN(C(=O)NC2CCCCC2)CC1)NC1CCCCC1
  A: 1.0; B: 16.0; C: 1.8; D: /; E: 17.8; F: 10.6; G: 2.3; H: 4.3; I: -17.7; J: 2.0; K: 37.9

7) COC(=O)c1ccc(NC(=O)C2CCCN2C(=O)OCc2ccccc2)cc1 (stereo unspecified)
  A: 9.9; B: 7.0; C: 2.8; D: 1.3; E: 11.8; F: 5.3; G: -1.2; H: 6.3; I: 2.8; J: 8.2; K: -19.4

8) O=C1c2ccccc2CC1Sc1nnc(-c2ccccn2)o1 (stereo unspecified)
  A: -36.1; B: -33.7; C: /; D: -27.7; E: -59.6; F: -92.2; G: -6.5; H: 5.8; I: 0.5; J: -6.1; K: 1.2

9) CCOP(=O)(OCC)c1cccc(P(=O)(c2ccccc2)c2ccccc2)c1O
  A: -10.2; B: 6.7; C: 2.7; D: 19.0; E: 19.1; F: 20.7; G: 3.9; H: -5.0; I: -2.1; J: -3.2; K: 1.4

10) COc1ccc(C(CNC(=O)CCNC(=O)c2ccccc2OC)N2CCCC2)cc1 (stereo unspecified)
  A: 1.1; B: -5.7; C: 1.0; D: -25.3; E: -26.4; F: -11.0; G: 4.0; H: 10.1; I: -4.5; J: -0.8; K: -6.4

11) CN(Cc1nc2ccccc2c(=O)[nH]1)C(=O)C1CC(=O)N(c2cccc3ccccc23)C1 (stereo unspecified)
  A: -26.4; B: 0.4; C: /; D: 5.3; E: 10.8; F: 3.5; G: 10.2; H: -6.8; I: -18.5; J: -3.3; K: 7.4

12) Cc1cc(C)nc(N2CCC(C(=O)NCCc3ccc(Cl)cc3)CC2)n1
  A: 0.0; B: 28.1; C: 0.9; D: 26.2; E: 26.2; F: 11.4; G: 12.3; H: -22.0; I: -8.8; J: 7.1; K: 3.9

13) COC(=O)C(Cc1ccc(O)cc1)NC(=O)CCc1ccco1 (stereo unspecified)
  A: -14.7; B: 13.7; C: -2.1; D: 4.9; E: 7.9; F: -3.0; G: -22.9; H: 7.9; I: -10.3; J: -2.4; K: -6.1

14) CC(=O)Nc1ccc(NC(=O)CN(c2cc(Cl)ccc2Cl)S(C)(=O)=O)cc1
  A: -7.4; B: 0.4; C: 0.2; D: -5.2; E: -5.3; F: 11.4; G: -14.1; H: 8.0; I: -14.9; J: -1.6; K: -2.7

15) CCOCCCn1c(SCC(=O)NCc2ccc3c(c2)OCO3)nc2ccccc2c1=O
  A: -23.7; B: 63.5; C: 6.0; D: -1.2; E: 18.0; F: 11.9; G: 6.7; H: -12.9; I: -11.0; J: 11.2; K: 5.4

16) CCN(C(=O)COC(=O)c1ccccc1SCC(=O)N1CCCC1)C1CCS(=O)(=O)C1 (stereo unspecified)
  A: -10.1; B: 69.2; C: -1.4; D: -28.7; E: -5.7; F: 5.9; G: -2.1; H: -0.3; I: -16.9; J: 7.3; K: -12.4

17) Cc1c(C(=O)O)[nH]c2c1C(=O)CC(c1ccc(C(C)(C)C)cc1)C2 (stereo unspecified)
  A: -31.5; B: -53.2; C: -1.1; D: -2.9; E: -69.8; F: -118.5; G: -3.8; H: 1.7; I: -9.9; J: -17.3; K: 0.2

18) Cc1cc(C(=O)CN2C(=O)C(=O)N(Cc3ccccc3)C2=O)c(C)n1CC1COc2ccccc2O1 (stereo unspecified)
  A: 18.0; B: 38.1; C: 3.4; D: -5.3; E: 25.6; F: 15.2; G: -22.3; H: 3.3; I: 24.8; J: -2.1; K: 35.5

19) COc1cc(C(=O)Nc2ccc3c(c2)OCO3)ccc1OCc1c(C)noc1C
  A: -17.9; B: -1.4; C: 1.6; D: -22.1; E: -46.4; F: -60.5; G: -17.5; H: -4.9; I: 0.6; J: 1.9; K: -7.8

20) Cc1c([N+](=O)[O-])cc(S(=O)(=O)Nc2ccc(-c3ccc(N4CCCC4)nn3)cc2)cc1[N+](=O)[O-]
  A: -1.5; B: -10.4; C: 1.1; D: -15.0; E: -35.3; F: -43.1; G: 26.9; H: -3.9; I: -6.1; J: -15.4; K: -20.2

Only Peg3 promoter and CF NFkB inh (3 entries from above):
item | compound | Peg3 promoter | CF NFkB inh
10 | COc1ccc(C(CNC(=O)CCNC(=O)c2ccccc2OC)N2CCCC2)cc1 (stereo unspecified) | -26.4 | 4.0
11 | CN(Cc1nc2ccccc2c(=O)[nH]1)C(=O)C1CC(=O)N(c2cccc3ccccc23)C1 (stereo unspecified) | 10.8 | 10.2
12 | Cc1cc(C)nc(N2CCC(C(=O)NCCc3ccc(Cl)cc3)CC2)n1 | 26.2 | 12.3

As a short view, some entries already given.
Codes – A = NR2E3 ag-1; B = Shn3 3UTR inh; C = NR2E3 ag-2; D = TROY NFkB inh; E = Peg3 promoter; F = HIF-2a inh; G = CF NFkB inh; H = KKLEB cytotox; I = C8 TRAIL sens; J = MITF TRPM1 inh; K = TWEAK Fn14 block
19) COc1cc(C(=O)Nc2ccc3c(c2)OCO3)ccc1OCc1c(C)noc1C
  A: -17.9; B: -1.4; C: 1.6; D: -22.1; E: -46.4; F: -60.5; G: -17.5; H: -4.9; I: 0.6; J: 1.9; K: -7.8

20) Cc1c([N+](=O)[O-])cc(S(=O)(=O)Nc2ccc(-c3ccc(N4CCCC4)nn3)cc2)cc1[N+](=O)[O-]
  A: -1.5; B: -10.4; C: 1.1; D: -15.0; E: -35.3; F: -43.1; G: 26.9; H: -3.9; I: -6.1; J: -15.4; K: -20.2

Screen by screen, as entered above:
Peg3 promoter, compounds 2 to 11, in order: -60.0, -1.6, -14.4, 12.6, 17.8, 11.8, -59.6, 19.1, -26.4, 10.8
